K1F lysis inhibition: protection from phage-mediated lysis, alamar blue read-out – E. coli UTI89, K1F phage, bacterial capsule biogenesis inhibitors (AID 488966); E. coli UTI89 K1F phage lysis, alamar blue, 2 h; higher % means a stronger effect; one-dose inhibition, % at 100 µM; IC50 in µM for titrated hits; 340,000 compounds, 0.02% hits;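 active = phage lysis inhibition, versus mean bacterial control, above a set limit; inconclusive = no clear call, values can overlap the other calls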;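 note: capsule biogenesis inhibitors block K1F phage lysis so surviving cells raise fluorescence; higher fluorescence means more inhibition of phage lysis; actives were called in the ten point dose series up to 300 µM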
RSV antiviral HEp-2: inhibition of RSV-induced cytopathic effect – HEp-2 cells, primary 10 µM value included (AID 2391); HEp-2 cells, RSV-induced CPE inhibition; higher % means a stronger effect; CPE inhibition, % at 10 µM; hits with a dose series show IC50 in µM; 310,000 compounds, 0.13% hits; in the data active = a potency from the dose series; inconclusive = CPE inhibition mostly from about 23% at the one dose, without a potency; inactive = the rest, 99 in 100 with CPE inhibition below about 21%; note: strong numbers were not always called active
Large T inhibition: SV40 large T antigen inhibitors, biochemical (AID 1903); SV40 large T antigen ATPase/helicase inhibition assay; higher % means a stronger effect; one-dose inhibition, % at 20 µM; IC50 in µM for titrated hits; 310,000 compounds, 0.39% hits; in the data active = a potency from the dose series; inconclusive = inhibition mostly from about 32% at the one dose, without a potency; inactive = the rest, 99 in 100 with inhibition below about 32%; note: strong numbers were not always called active
NTR1 ag: NTR1-driven beta-arrestin-GFP spot formation – imaging, U2OS cells, high content, primary screen (AID 493036). P30989. agonist mode. activation, % at 20 µM. 330,000 compounds, 0.17% hits;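 active = activation at or above 40% of the spot to cytoplasm intensity ratio, with at least 20 cells analyzed; inconclusive = wells under 20 cells, flagged as cytotoxic or low count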;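 note: 0% = DMSO without peptide and 100% = 100 nM NTR1 peptide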
Target sequence (P30989 whole entry, looked up): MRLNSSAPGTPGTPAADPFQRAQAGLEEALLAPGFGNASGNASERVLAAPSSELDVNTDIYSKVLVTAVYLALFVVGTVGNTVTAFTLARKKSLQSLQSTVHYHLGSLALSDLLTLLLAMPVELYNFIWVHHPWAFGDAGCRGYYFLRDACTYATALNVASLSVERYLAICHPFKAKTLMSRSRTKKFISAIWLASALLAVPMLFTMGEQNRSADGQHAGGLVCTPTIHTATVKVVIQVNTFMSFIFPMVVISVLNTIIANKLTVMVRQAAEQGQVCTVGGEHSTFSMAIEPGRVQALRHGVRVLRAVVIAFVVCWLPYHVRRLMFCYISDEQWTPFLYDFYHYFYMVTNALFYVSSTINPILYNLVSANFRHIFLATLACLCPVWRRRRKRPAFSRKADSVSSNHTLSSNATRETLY
Dengue-2 NS5 capping: Dengue-2 NS5 methyltransferase inhibitors, primary screen, biochemical, confirmation dose response (AID 588689); Dengue-2 NS5 methyltransferase capping enzyme assay, biochemical; higher % means a stronger effect; inhibition, % at 25 µM, or IC50 in µM where a hit was titrated; 340,000 compounds, 0.3% hits; in the data active = a potency from the dose series; inconclusive = inhibition above about 29% without an active follow-up result
AID2073: inhibitors of Mint1-CaV2.2 protein interaction, biochemical, HTRF (AID 2073). HTRF protein-protein interaction, Mint1-CaV2.2; higher % means a stronger effect. inhibition, % at 20 µM, or IC50 in µM where a hit was titrated. 290,000 compounds, 0.19% hits; in the data active = inhibition mostly above about 51%, no sharp cut-off; inconclusive = no clear call, values can overlap the other calls; inactive = mostly below about 53%; note: some results filed as inactive read as strong as hits
SIAH1 antagonists: blockers of Siah-1 interaction with plectin peptide – biochemical, fluorescence polarization, rhodamine-plectin, uHTS, primary screen (AID 1817). Siah-1 / rhodamine-plectin peptide fluorescence polarization; higher % means a stronger effect. one-dose displacement, % at 20 µM; IC50 in µM for titrated hits. 290,000 compounds, 0.02% hits;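 active = displacement of at least 50% at 20 µM, with a fluorescence ratio check between 0.3 and a set limit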;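 note: plate controls were Siah plus tracer with DMSO for no effect and tracer alone without Siah for full effect; strong numbers were not always called active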
Rac1 GTP hydrolysis: MgcRacGAP GTPase-activating activity inhibitors, confirmation, biochemical, ADP Hunter fluorescence | 340,000 compounds, 0.6% hits | inhibition, % at 30 µM; hits with a dose series show IC50 in µM | MgcRacGAP-stimulated Rac1 GTP hydrolysis, ADP Hunter fluorescence; higher % means a stronger effect; GST-tagged Rac1 F28L mutant substrate | AID 624330;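 active = first-screen hits whose inhibition reached a set limit at any dose in the follow-up dose series; inconclusive = inhibition above the set first-screen limit but never retested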;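 note: fluorescence reports GDP produced by GAP-driven GTP hydrolysis; strong numbers were not always called active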
West Nile antiviral: inhibition of WNV-induced cytopathic effect – cell-based, CPE readout (AID 1621); West Nile virus-infected cells, CPE inhibition; higher % means a stronger effect; 290,000 compounds, 0.02% hits; CPE inhibition, % at 10 µM; hits with a dose series show IC50 in µM; in the data active = a potency from the dose series; inconclusive = CPE inhibition mostly from about 3.7% at the one dose, without a potency; inactive = the rest, 99 in 100 with CPE inhibition below about 2.2%; note: strong numbers were not always called active
NTR1 ag cell count 20 µM: further read-out of NTR1 ag, marked with its call; cell count; measured here: cell count, cytotoxicity flag
Dengue-2 NS5 capping pilot replicate: second read-out of Dengue-2 NS5 capping, no call of its own (marks repeat the call); inhibition, %; measured here: pilot screen replicate inhibition
Starred values were filed as active, the others as inactive; ? = inconclusive; / = not tested or not shown; & = joins results of further samples; [ ] = dose if it differs, or a comment.

SMILES	K1F lysis inhibition	RSV antiviral HEp-2	Large T inhibition	NTR1 ag	NTR1 ag cell count 20 µM	Dengue-2 NS5 capping	AID2073	SIAH1 antagonists	Rac1 GTP hydrolysis	West Nile antiviral	others
CCOC(=O)c1c(C)[nH]c(C(=O)N/N=C/c2ccc(OC)c(OC)c2)c1C	0.2%	-1.6%	0%	0.6	52	-7%	11%	-1%	-4%	2.9%
COc1ccc(/C=N/NC(=O)c2cccc(OC(F)(F)C(F)F)c2)cc1O	-8.2%	1.0%	32%	0.4	38	-9%	2%	5%	28%	-0.2%
O=[N+]([O-])c1cc(Cl)cc(/C=N/NC(=S)Nc2ccc(S(=O)(=O)N3CCOCC3)cc2)c1O	-0.1%	-0.7%	?	2.2	69	>100µM*	-14%	51%	10%	-0.4%
Cc1ccc(S(=O)(=O)Nc2ccc3c(c2)CCC3)cc1C	0.4%[50 µM]	9.9%	13%	17	58	1%	5%	1%	3%	-1.4%
N#C/C(=C\c1ccc(O)c(O)c1)C(=O)N1CCc2ccccc21	1.6%	-0.1%	12µM*	0.8	61	0%	/	/	?	/
COc1ccc(C(O)P(=O)(OCC(C)C)c2ccc(N(C)C)cc2)c(OC)c1 (stereo not drawn)	1.5%[50 µM]	-0.2%	-2%	0.6	39	-3%	9%	2%	6%	-0.6%
COc1ccc(S(=O)(=O)N2CCCCCC2)cc1NC(=O)Cc1ccc(OC)c(OC)c1	1.3%	/	/	-0.8	58	-5%	/	/	6%	/
O=C(O)c1csc(-n2nc(-c3ccccc3)cc2C(F)(F)F)n1	-0.1%	3.0%	4%	2.3	38	3%	11%	1%	4%	-0.1%
CSc1ccc(C(=O)N2CCC(CCC(=O)NC3CC3)CC2)cc1	1.2%	0.3%	11%	-1.0	62	-6%	6%	2%	6%	0.2%
CCCCCOC(=O)c1ccccc1C(=O)O	-0.1%	1.0%	22%	-1.7	99	-2%	28%	-2%	-4%	-0.2%
CCCCN(CC)Cc1ccc(CNC(=O)Nc2ccc(OC)cc2OC)o1	1.0%	-0.5%	4%	-1.3	29	1%	5%	5%	10%	-0.6%
CC12CCC(C(N)=O)(C1Br)C2(C)C (stereo not drawn)	3.2%	1.1%	9%	1.1	68	5%	-1%	-2%	4%	1.1%
CCC(=O)Nc1ccc(N2CCN(C(=O)c3cccs3)CC2)cc1	0.2%	2.1%	11%	-2.6	84	-10%	-12%	-4%	5%	0.2%
O=C(Nc1ccc(-n2cc(Br)cn2)cc1)c1ccncc1	0.2%	0.5%	7%	-1.5	57	-7%	20%	12%	-2%	-1.1%	Dengue-2 NS5 capping pilot replicate=-4.0
Cc1ccc(N2CC(C(=O)N3CCC(C(=O)NCCCOC(C)C)CC3)CC2=O)cc1 (stereo not drawn)	0.1%	1.8%	7%	-1.7	55	2%	3%	0%	10%	-0.4%
COc1ccc(/C=C/C(=O)Nc2ccccc2C)cc1S(=O)(=O)N1CCOCC1	0.1%	-0.3%	19%	2.5	61	-9%	4%	-8%	16%	0.2%
CCCN(CCO)Cc1ccc2ccccc2c1	0.0%	-0.6%	10%	-0.5	44	0%	1%	0%	3%	-0.3%
NCC(O)CN1CCN(Cc2ccccc2)CC1 (stereo not drawn)	0.1%	0.1%	2%	-1.1	41	-2%	-5%	1%	11%	-0.1%
N#CCc1ccc(NC(=O)c2cc(S(=O)(=O)N3CCOCC3)ccc2Cl)cc1	0.0%[50 µM]	0.6%	2%	-0.6	71	-3%	6%	5%	7%	-1.1%
COc1ccc(CN2CCNC(=O)C2CC(=O)N(C)Cc2nc(C)cs2)c(OC)c1 (stereo not drawn)	1.3%[50 µM]	0.8%	12%	0.3	49	-7%	1%	-4%	2%	0.7%
CC(C)c1ccc(/C=C/C(=O)NCCC2=CCCCC2)cc1	5.3%	9.0%	5%	2.1	59	-4%	0%	-2%	3%	-0.8%
O=C(COC(=O)Cn1cnc2ccccc2c1=O)Nc1cc(Cl)ccc1[N+](=O)[O-]	0.6%	1.6%	7%	/	/	-4%	-2%	12%	6%	0.0%
CCOc1ccc(N(C(C)C(=O)N2CCOCC2)S(C)(=O)=O)cc1 (stereo not drawn)	0.5%	0.1%	4%	0.4	71	/	-8%	8%	11%	-0.5%
CCCCN(C(=O)CSc1ncn[nH]1)c1c(N)n(Cc2ccccc2)c(=O)[nH]c1=O	0.1%[50 µM]	-0.2%	/	-3.2	60	-4%	/	/	2%	/
CCCCc1nnc(NC(=O)C(C)Sc2nc(N)cc(=O)[nH]2)s1 (stereo not drawn)	6.4%	0.2%	1%	1.6	59	-6%	9%	4%	5%	0.0%
COc1ccc(-c2noc(CN(C)C(=O)c3ccoc3C)n2)cc1OC	0.1%	-0.2%	6%	-0.8	53	2%	5%	2%	3%	-0.9%
CCn1c(=N)n(CC(=O)c2cccc(OC)c2)c2ccccc21	-0.9%	1.2%	9%	1.8	31	-10%	0%	-1%	0%	-0.3%
COc1ccc(N2CSC3=C(C#N)C(c4cccs4)CC(=O)N3C2)cc1 (stereo not drawn)	0.2%	0.5%	11µM*	1.4	98	1%	8.7µM*	-11%	16%	-0.5%
CCC(Sc1ccccn1)C(=O)Nc1cccc([N+](=O)[O-])c1 (stereo not drawn)	-1.0%	3.0%	5%	1.7	52	-8%	-1%	1%	3%	-0.7%
CCN(CC)S(=O)(=O)c1ccc(Cl)c(C(=O)NCC2CCCO2)c1 (stereo not drawn)	2.2%	3.1%	8%	-0.2	59	2%	-1%	2%	0%	1.3%
O=C(Nc1ccc(F)cc1)C1COc2ccccc2O1 (stereo not drawn)	-0.1%	6.5%	18%	-2.1	92	2%	?	2%	11%	-0.3%
O=C(NCCCCCc1nc2ccccc2[nH]1)c1ccccc1Cl	-0.2%	1.6%	10%	0.7	35	-8%	-7%	0%	6%	-0.3%
Cc1ccc2[nH]c(O)c(N=NC(=O)C(C)n3cnc4ccccc4c3=O)c2c1 (stereo not drawn)	2.1%	4.2%	9%	-0.2	44	-1%	-4%	-3%	9%	-0.3%
CCn1c(=O)cc(OCC(=O)N2CCN(c3cccc(C(F)(F)F)c3)CC2)c2ccccc21	-0.2%	9.8%	2%	25	77	-5%	16%	-1%	5%	0.8%
COCCN(C(=O)CSc1nnc(-c2cccc(F)c2)n1N)c1c(N)n(CC(C)C)c(=O)[nH]c1=O	0.3%	1.6%	13%	-0.1	60	-5%	4%	6%	10%	0.3%
Cc1csc(SCC(=O)Nc2cccc(C)c2C)n1	1.0%[50 µM]	0.4%	/	-2.1	93	-2%	/	/	1%	/
Cc1cc(C)c(S(=O)(=O)Nc2ccc(C(N)=O)cc2)c(C)c1	4.6%	1.7%	29%	0.6	54	5%	6%	9%	-5%	0.0%
CCc1cc2c(=O)c(-c3nc4ccccc4n3C)c(C)oc2c(CN2CCN(C)CC2)c1O	/	-0.3%	6%	0.5	57	/	20%	-2%	/	/
NC(=O)C1CCN(C2=C(NS(=O)(=O)c3ccc(Cl)cc3)C(=O)c3ccccc3C2=O)CC1	-0.3%	2.2%	11%	0.9	63	8%	-9%	6%	16%	-0.6%
O=C(NCCc1ccccc1)C1CCCN(c2nc3ccccc3s2)C1 (stereo not drawn)	-0.8%	2.8%	4%	0.1	47	-1%	-7%	-3%	1%	-0.5%
Cc1ccc(S(=O)(=O)N[C@@H](CC(C)C)C(=O)NCc2ccco2)cc1	2.5%	-0.2%	-2%	2.4	62	-3%	-3%	6%	14%	-0.4%
N#CCC(=O)NNc1c([N+](=O)[O-])cc(C(F)(F)F)cc1[N+](=O)[O-]	/	1.6%	8%	1.6	54	/	-25%	18%	/	0.9%
CSC(=NC1CCCCC1)NS(=O)(=O)c1ccccc1	-0.1%&0.7%	0.9%	6%	2.0	37	-10%&3%	5%	1%	-1%&17%	-0.6%
NC(=O)c1cc(S(=O)(=O)N2CCN(c3ccc([N+](=O)[O-])cc3)CC2)cs1	-0.2%	/	14%	2.1	70	-7%	3%	2%	13%	-0.3%
CC(=O)Nc1ccc(NC(=O)c2cc(S(=O)(=O)N3CCCCC3)ccc2C)cc1	0.4%[50 µM]	0.8%	/	-1.0	47	-10%	/	/	7%	/
Fc1ccc(NC(=S)NC2CCCCC2)c(F)c1F	2.5%[50 µM]	2.7%	9%	-0.5	35	-6%	43%	2%	5%	-0.5%
CSc1ccc(C(=O)C2CCCN(Cc3cccc4nccnc34)C2)cc1 (stereo not drawn)	-0.2%	0.8%	12%	-0.4	60	4%	2%	-5%	3%	-1.3%
COc1ccc2ccn(C)c2c1	1.6%	-0.2%	/	-2.1	48	2%	/	/	1%	/
COc1cccc(-c2sc3cc(OC)c(OC)cc3c2-c2ccc(OCCN3CCCCC3)cc2)c1	-0.2%	/	/	21	64	-2%	/	/	12%	/	Dengue-2 NS5 capping pilot replicate=4.2
CC(=O)/C=C(\C)NCCNc1c(F)c(F)c(CO)c(F)c1F	0.6%	0.3%	4%	0.2	56	/	0%	-1%	-4%	-0.1%
COc1ccc(NC(=O)CCCn2nc(C)c3c(C)n(-c4ccccc4)nc3c2=O)cc1OC	0.1%	3.6%	12%	-0.3	54	-5%	0%	9%	10%	0.2%
O=S(=O)(NC1CCN(Cc2ccccc2)CC1)c1ccc2ccccc2c1	-0.3%	-0.6%	9%	3.8	44	-3%	-6%	5%	3%	-1.1%
O=C(Nc1nncs1)c1ccc(F)c(S(=O)(=O)N2CCCCC2)c1	0.0%	/	/	1.8	78	1%	0%	1%	8%	0.1%
C=C1CCC2[C@](C)(CO[C@@H]3O[C@H](CO)[C@@H](O)[C@H](O)[C@H]3O)CCC[C@@]2(C)[C@@H]1CCC1=CCOC1=O (stereo partly drawn)	0.7%	/	1%	11	97	-1%	/	/	8%	/
CCN(CC)S(=O)(=O)c1cccc(NC(=O)COC(=O)CCC(=O)c2ccc(F)cc2)c1	0.1%	1.1%	9%	0.6	52	-4%	6%	14%	3%	0.3%
CCN(CC(=O)NCc1ccc(Cl)cc1)C(=O)c1ccc2cc(OC)ccc2c1	0.1%	7.9%	5%	0.0	42	-12%	7%	1%	-6%	-0.9%

Source: PubChem BioAssay (several laboratories)

Not a hit list; any-hit rate near 1.6%.
